# Compound activity deposited in PubChem BioAssay by National Center for Advancing Translational Sciences (NCATS).
# LDHA block: qHTS assay for inhibitors of human lactate dehydrogenase; L-lactate dehydrogenase A chain (Homo sapiens), P00338; purified LDHA, NADH/diaphorase-resazurin fluorescence; active compounds read low; activity change, % (values are at about 110 or 230 µM); hit rate 0.15% among 480,000; in the data active means activity change below about -30%; inconclusive means mostly about -25% to -30%;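 further: plate controls were DMSO wells for no effect and wells without enzyme for full effect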
#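 Remaining NADH was detected by diaphorase (0.133 mg/mL) converting 37 µM resazurin to fluorescent resorufin, read at 0 and 20 minutes. The preceding 5-minute room-temperature reaction used 2 nM LDHA, 0.2 mM sodium pyruvate and 0.06 mM NADH at pH 7.4.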
# * hit, by the source's call; ? = inconclusive. The list is partial; rates above refer to the full screens.
SMILES,LDHA block
COC(=O)c1cc(-c2cnn(C)c2C)nc2ccccc12,1
NC(=O)c1ccc(-c2nnn(CC(=O)N3CCCC3c3ccc4c(c3)OCCO4)n2)cc1 (centres undefined),1
Oc1ccc(O)c([S+]2CCCC(C3CCCCC3)C2)c1 (centres undefined),115
COc1ccc2c(=O)cc(-c3ccc(C)cc3)oc2c1,18
COCc1cccc(C(=O)NCCC(C)C)c1,-2
CC(C)(C)c1ccc(C(=O)O)s1,-1
CN(CCOC(=O)c1cccs1)Cc1ccccc1,-12
CCc1cc(C(=O)Nc2cc(Cl)ccc2Cl)no1,8
O=S(=O)(c1ccc(Br)cc1)N1CCN(S(=O)(=O)c2ccc3c(c2)OCCO3)CC1,-3
Cc1c(Cl)cccc1NS(=O)(=O)c1cc2c(cc1Cl)CCC(=O)N2,-3
Cc1cccc(NC(=O)c2nc3ccccc3nc2N2CCOCC2)c1,-14
N#Cc1nc(-c2ccco2)oc1N1CCN(C(=O)c2ccccc2Cl)CC1,11
COC(=O)Cn1c(C(=O)N2CCCC2)cc2c1C[C@H]1CN(C(=O)c3ccccc3)[C@@](Cc3ccc(OC)cc3)(C(=O)OC)[C@@H]21,6
CONC(=O)COc1ccc(C)cc1C,11
Cc1cc(C)cc(N2CC(c3nc(-c4ccc5c(c4)OCO5)no3)CC2=O)c1 (centres undefined),3
Cc1[nH]c2ccccc2c1C(=O)C(=O)N1CCC(C(=O)N2CCCC2)CC1,1
Cc1noc2ncc(C(=O)Oc3ccc4cc(Br)ccc4c3)cc12,1
COc1ccc(NC(C)=O)cc1NC(=O)/C=C/c1nc2ccccc2o1,0
CC(=O)N1Cc2cc(C(=O)NCC(F)(F)F)nc(-c3cccc(-c4cc5ccccc5o4)c3)c2[C@H]1CCO,-3
COC(=O)c1ccc(C(=O)NCC(C)C)cc1,-5
CCCN1CCC(N(C)C(=O)c2ccc(N(C)C)c(F)c2)CC1,?
Cc1cc2c(cc1C)-n1nnnc1C(N(Cc1ccccc1)Cc1ccccc1)C(=O)N2 (centres undefined),-7
C=CCOc1ccc(C=O)cc1,5
COc1cccc(/C=C2\Oc3cc(OS(=O)(=O)c4ccccc4)ccc3C2=O)c1OC,-2
O=C(CCSc1ccc(Cl)cc1)Oc1ccc2ccc(=O)oc2c1,10
Cc1oc(-c2nc(C#N)c(N3CCOCC3)o2)cc1S(=O)(=O)N1CCCCC1,7
O=C(c1ccccc1)N1CCN(C(=O)c2n[nH]c(=O)c3ccccc23)CC1,5
CCCc1nnc(NC(=O)c2cc(=O)c3ccc(C)c(C)c3o2)s1,1
Cc1ccccc1-n1c(SC(C)C(=O)c2ccc(Br)cc2)nnc1N1CCOCC1 (centres undefined),6
CC(=O)N1CCC(C(=O)N2c3ccccc3N=C(c3ccc4c(c3)OCO4)C2C(=O)Nc2c(C)cccc2C)CC1 (centres undefined),-2
COc1ccc2c(c1)c(C(C(=O)O)N1CCC(Cc3ccccc3)CC1)cn2CC(=O)O (centres undefined),2
Cc1ccc(-c2ccsc2C(=O)N2CCN(S(=O)(=O)c3ccc(F)cc3F)CC2)cc1,-7
CC(=O)c1c[nH]cc1C,0
COc1ccc(CNC(=O)Nn2cnc3ccccc32)cc1OC,-1
Cc1cc(C(=O)CSc2nnc(C(C)Oc3ccc(F)cc3)o2)c(C)n1CC(F)(F)F (centres undefined),5
COC(=O)c1ccc2nc(-c3cccc(Br)c3)c(Cc3cccc(F)c3)n2c1,-6
COCCNC(=O)c1sc(NCc2ccco2)nc1C,1
Cc1cccc(Cn2nnc3c(=O)n(Cc4nc(-c5ccccc5C)no4)cnc32)c1,-6
Cc1sc(NC(=O)C(C)C)c(C#N)c1C,0
CCCc1c(-c2ccccc2)ncn1Cc1ccccc1OC,1
O=[N+]([O-])c1cc(S(=O)(=O)Nc2ccccc2NS(=O)(=O)c2cccs2)ccc1Cl,14
COc1cccc(C2=NN3C(C2)c2cccc(OC)c2OC32CCN(S(C)(=O)=O)CC2)c1 (centres undefined),3
O=C1CC2CS(=O)(=O)CC2N1c1ccc(N2CCOCC2)cc1 (centres undefined),-1
Clc1cccc(CNCCN2CCCC2)c1Cl,8
CCNC(=O)c1cc(-c2cccs2)nc2ccccc12,-1
Cc1cc(C)n(CC(=O)Nc2ccc(C(=O)N3CCN(c4ccccc4)CC3)cc2)c(=O)c1C#N,4
Cc1ccc(NC(=O)Cn2c(=O)c3c(ncn3Cc3ccccc3)n(Cc3ccccc3)c2=O)c(F)c1,-7
CCCCCNC(=O)C(c1cccc2ccccc12)n1c(=O)c(-c2ccccc2)nc2ccccc21 (centres undefined),2
COC(=O)c1cccc(NC(=O)NCc2cccn2Cc2ccccc2)c1,-1
O=C(COCc1cc(-c2ccc(F)cc2)on1)Nc1ccccc1F,-4
C#CCNC(=O)c1cc(=O)[nH]c2ccc(S(=O)(=O)N(CC)CC)cc12,-4
Cc1cnc2c(S(=O)(=O)N3CCNCC3)cccc2c1,-13
Cc1ccc(NC(=O)CSc2nnc(-c3cccs3)n2-n2cccc2)cc1C,-2
CCc1ccc2oc(=O)cc(CN3CCN(CC(=O)Nc4ccc5c(c4)OCCO5)CC3)c2c1,?
Cc1nc2ccc(Cl)cc2cc1C(=O)NC(C)c1ccccc1 (centres undefined),-7
CSCCC(C(=O)NC1CCCC1)n1c(-c2ccncc2)nc2ccccc21 (centres undefined),2
N#Cc1ccc(OCc2cccc3cccnc23)cc1,-5
C[C@H](NC(=O)[C@@H]1CCCN1C(=O)[C@@H]1CCCN1C(=O)c1cccc2ccccc12)c1ccccc1,1
COc1cc(Cl)cc2cc(C(=O)N3CCOCC3)c(=O)oc12,30
C=CCN(CC=C)C(=O)CSc1nnc(-c2c[nH]c3ccccc23)o1,-19

# Sorted by count of non-hydrogen atoms (high to low): some entries from above
SMILES,LDHA block
Cc1ccc(NC(=O)Cn2c(=O)c3c(ncn3Cc3ccccc3)n(Cc3ccccc3)c2=O)c(F)c1,-7
CCc1ccc2oc(=O)cc(CN3CCN(CC(=O)Nc4ccc5c(c4)OCCO5)CC3)c2c1,?
O=[N+]([O-])c1cc(S(=O)(=O)Nc2ccccc2NS(=O)(=O)c2cccs2)ccc1Cl,14
COc1cc(Cl)cc2cc(C(=O)N3CCOCC3)c(=O)oc12,30
N#Cc1ccc(OCc2cccc3cccnc23)cc1,-5

# Going on with the list:
SMILES,LDHA block
Cc1cccc(NC(NC(=O)c2ccc(Br)cc2)C(Cl)(Cl)Cl)c1 (centres undefined),2
Cn1c(=O)c2c(nc(SCC(=O)OCc3ccccc3)n2Cc2ccccc2Cl)n(C)c1=O,-3
Cc1ccc(-c2c(C(F)(F)F)nn3c(N4CCN(CCO)CC4)cc(C)nc23)cc1,5
CCCC(NC(=O)NCc1ccc(F)cc1)C(=O)N(C)CC(=O)N(CC)CC (centres undefined),5
Cc1ccc2c(CN3CCc4cc(S(N)(=O)=O)ccc43)cc(=O)oc2c1C,3
CCc1cccc(NC(=O)CSc2nc3c(=O)[nH]cnc3n2CC)c1,3
Cc1ccc(-c2nc3cc(NC(=O)CC(C)C)ccc3o2)cc1Cl,-6
Cc1cc(=O)oc2c(C)c(OCC(=O)Nc3ccc(Br)cc3)ccc12,-2
CCCn1c(-c2ccc(Cl)cc2)nc2c(=O)n(C)c(=O)[nH]c21,4
Cc1ccc(Nc2nc(-c3cnc(N4CCCCC4)nc3C)cc(=O)[nH]2)cc1C,10
Fc1ccccc1-n1c(C23CC4CC(CC(C4)C2)C3)n[nH]c1=S,4
COCCCNC(=O)c1ccc(-c2nc(CS(=O)(=O)c3ccccc3)c(C)o2)cc1,2
CC(C)C[C@@H](COCc1ccc([N+](=O)[O-])cc1)N1CCN(C(=O)c2ccc(C(F)(F)F)cc2)CCC1=O,2
CCCC1NC(=O)N(Cc2ncc(-c3ccc(F)cc3)o2)C1=O (centres undefined),3
CC(C(=O)N1CCN(c2ccccc2F)CC1)n1c(=O)c(C(F)(F)F)nc2ccccc21 (centres undefined),2
Cc1cccc(NC(=O)c2cc3c(s2)-c2ccccc2S(=O)(=O)C3)n1,10
CCOc1ccc(NC(=O)C(C)Sc2ncnc3nc[nH]c23)cc1 (centres undefined),10
Cc1cc(S(=O)(=O)Nc2ccc(C(=O)N3c4ccccc4CC3C)cc2)ccc1F (centres undefined),5
CCCc1nnc2sc(COc3ccc(Br)cc3)nn12,-4
CS(=O)(=O)Oc1ccc2c(=O)c(-c3ccc(Cl)cc3)coc2c1,7

# 6 neighbouring records from above, quoted:
SMILES,LDHA block
CC(C(=O)N1CCN(c2ccccc2F)CC1)n1c(=O)c(C(F)(F)F)nc2ccccc21 (centres undefined),2
Cc1cccc(NC(=O)c2cc3c(s2)-c2ccccc2S(=O)(=O)C3)n1,10
CCOc1ccc(NC(=O)C(C)Sc2ncnc3nc[nH]c23)cc1 (centres undefined),10
Cc1cc(S(=O)(=O)Nc2ccc(C(=O)N3c4ccccc4CC3C)cc2)ccc1F (centres undefined),5
CCCc1nnc2sc(COc3ccc(Br)cc3)nn12,-4
CS(=O)(=O)Oc1ccc2c(=O)c(-c3ccc(Cl)cc3)coc2c1,7

# Going on with the list:
SMILES,LDHA block
Cc1cc(C)c2cc(C#N)c(NCCNC(=O)c3ccncc3)nc2c1,6
COC(=O)c1ccc(S(=O)(=O)Nc2cccc(C(=O)OC)c2)cc1,-1
CCOc1ccc(C(=O)COC(=O)Cn2cnc3ccccc3c2=O)cc1,4
Cc1cc(C)c2c(=O)cc(C(=O)Nc3ccccc3F)oc2c1,-3
COc1ccc(-c2cc(=O)oc3cc(OCC(=O)N4CCC(O)CC4)ccc23)cc1,6
O=C(NCc1ccncc1)[C@@H]1CCCN1C(=O)[C@H]1CCCN1C(=O)c1ccccc1,-9
CCOc1cc2c(cc1OCC)C(c1ccc(OC)cc1)N(c1ccc(C(=O)OC)cc1)C(=O)C2 (centres undefined),10
O=C(Oc1cccc(OC(=O)c2ccc(Cl)cc2Cl)c1)c1ccc(Cl)cc1Cl,-12
O=C(/C=C/c1ccccc1)c1cc2cc(Br)ccc2oc1=O,2
CC(=O)NC(Sc1ccc(Cl)cc1)C(=O)c1ccccc1 (centres undefined),5
CCc1cccc(CC)c1NC(=O)c1ccc2c(c1)CCC2,2
O=C(NC1CCCCC1)C(c1ccnc2ccccc12)n1c(=O)c(-c2cc3ccccc3[nH]2)nc2ccccc21 (centres undefined),2
Cn1ncc2c(SCc3nc4ccccc4n3C(F)F)ncnc21,?
CC(=O)Nc1cccc(NC(=O)C(=O)c2cn(CC(=O)N3CCOCC3)c3ccccc23)c1,2
Cn1c(=O)[nH]c(=O)c2c1nc(NCCO)n2Cc1cccc2ccccc12,7
CC(C)(C)NC(=O)C(C1CC1)n1c(-c2ccccc2)nc2ccccc21 (centres undefined),3
FC(F)(F)c1ccnc(Oc2ccc(-c3nc4ccccc4s3)cc2)n1,-5
Cc1cccc(C(=O)NC(C)c2ccc(-c3ccccc3)cc2)c1 (centres undefined),0
O=C1c2c(-c3ccc(Br)cc3)noc2CCN1Cc1cn(-c2ccc(Cl)cc2)nn1,-3
COc1ccc(NC(=O)c2ccccc2OCc2cn3ccccc3n2)cc1S(=O)(=O)N(C)C,13

# The final 7 compounds of the section above are carried over, then new ones follow:
SMILES,LDHA block
CC(=O)Nc1cccc(NC(=O)C(=O)c2cn(CC(=O)N3CCOCC3)c3ccccc23)c1,2
Cn1c(=O)[nH]c(=O)c2c1nc(NCCO)n2Cc1cccc2ccccc12,7
CC(C)(C)NC(=O)C(C1CC1)n1c(-c2ccccc2)nc2ccccc21 (centres undefined),3
FC(F)(F)c1ccnc(Oc2ccc(-c3nc4ccccc4s3)cc2)n1,-5
Cc1cccc(C(=O)NC(C)c2ccc(-c3ccccc3)cc2)c1 (centres undefined),0
O=C1c2c(-c3ccc(Br)cc3)noc2CCN1Cc1cn(-c2ccc(Cl)cc2)nn1,-3
COc1ccc(NC(=O)c2ccccc2OCc2cn3ccccc3n2)cc1S(=O)(=O)N(C)C,13
CCOC(=O)Cn1c(C2CC(=O)N(Cc3ccccc3)C2)nc2ccccc21 (centres undefined),4
O=C(CCc1nc2ccccc2s1)NC1CCCCC1,-11
Cc1ccc(Nc2cc(C(=O)N3CCOCC3)c3ccccc3n2)cc1,7
COc1ccc(NC(=O)c2ccc3c(c2)S(=O)(=O)N=C(C)N3CC(C)C)c(OC)c1,8
Cc1cccc(OCC(O)Cn2c(N)nc3c2c(=O)n(C)c(=O)n3C)c1 (centres undefined),6
O=C(/C(=C/c1ccc(O)cc1)c1nc2ccccc2s1)c1ccccc1,2
CCCNC(=O)NC(=O)COC(=O)c1cc(-c2ccco2)nc2ccccc12,-2
CCCCCN(CCCCC)C(=S)Nc1cccc(Cl)c1,-4
CCNCc1ccc(C)o1,-4
CCCNC(=O)CSc1nc2ccsc2c(=O)n1C,4
CCCCn1ccc2nc3ccn(-c4ncn[nH]4)c(=O)c3cc2c1=O,9
COC(=O)[C@@]12C[C@@H](CC(=O)NCC34CC5CC(CC(C5)C3)C4)C(=O)N(Cc3ccc4c(c3)OCO4)C1=CCC(C)(C)C2,0
CCCCCCCCCCCCS(=O)CC(Cl)CO (centres undefined),4
CCCNC(=O)c1cccc(NC(=O)c2ccncc2)c1,4
Cc1ccc(-c2nc3ccccc3n2CCNC(=O)Nc2cccc(F)c2)cc1,4
COC(=O)C1=C(N)Oc2cc(C)n(C)c(=O)c2C1c1cccc(OC)c1 (centres undefined),-23
COc1ccc(Cl)cc1C(=O)Nc1sc2c(c1C(N)=O)CCCC2,-2
Cc1cc(NC(=O)c2ccc(F)cc2F)n(CCC#N)n1,0
C#CCOc1cc(C2=Nn3c(nnc3-c3ccc(OCC(C)=O)cc3)SC2)ccc1OC,-7
Cc1nc2ccc(C(=O)N3CCCC3CN3CCCC3)cc2nc1C (centres undefined),5
C[C@@H](c1ccccc1)N1C[C@H](COCc2ccccc2)Oc2cc(N3CC[C@H](O)C3)ccc2S1(=O)=O,4
O=C(O)CCc1ccc(S(=O)(=O)NCc2ccccc2)cc1,5
O=C(NCCc1ccc(F)cc1)c1cc(C2CC2)nc2ccccc12,4
Cc1cc(C)c(C(=O)c2ccccc2)cc1C(=O)c1ccccc1,1
COc1ccc(CCNC(=O)CN(c2ccc(F)c(Cl)c2)S(C)(=O)=O)cc1OC,-2
